A549 tox: A549 cytotoxicity, counter-screen for Nrf2 inhibitors | AID 504648 | 390,000 tested, 0.16% active | A549 ARE-Fluc cells, CellTiter-Fluor viability, 18-24 h | Potency, µM (highest dose often 46 µM), for the others: at the highest dose activity change, negative = cytotoxicity, actives largely listed as inhibitors; also: % is scaled to controls: 0 for no effect and ±100 for the full control effect
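A549 ARE_Fluc cells in 5% FBS OPTI-MEM were exposed to compounds in concentration-response for 18-24 h at 37 deg C. Viability was read by CellTiter-Fluor fluorescence (Ex 405/Em 525) after 30 min, before the luciferase read.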
HepG2 viability: kills HepG2 cells in TGF-b inhibitor counter-screen. Potency, µM (titrated, usually from 46.1 µM), inactives show at the top dose activity change, negative = cytotoxicity, usual class: cytotoxic. 410,000 tested, 0.76% active. HepG2 CAGA-GFP viability, ATP luminescence, 18 h; also: some results filed as inactive show a strong effect at the top dose
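HepG2 CAGA-GFP cells (1000/well, DMEM with 1% FBS) received compound, then TGF-beta at 500 pg/mL final, and were incubated 18 hours at 37 degrees C. Viability was read by CellTiter-Glo luminescence. Media-only wells were set as complete cell-killing and DMSO as no toxicity.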
ATXN2 expr inh: ATXN2 expression inhibition; 360,000 tested, 0.72% active; Potency, µM (doses to about 57 µM), inactives show top-dose activity change, negative = inhibition, usual class: inhibitors; HEK-293 ATXN2-luciferase reporter, luminescence, 24 h; also: % is scaled to controls: 0 for no effect and ±100 for the full control effect; nearly all actives have a fitted effect of over 55% in size
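qHTS (up to 57 uM final) was run with 24 h compound exposure of reporter cells at 37 °C. Each well was multiplexed: SteadyGlo luminescence measured ATXN2-luciferase expression after a fluorogenic Gly-Phe-AFC viability readout (25 uM final).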
MCF10A rereplic: DNA re-replication induction in MCF 10a cells; MCF 10A DNA re-replication, Hoechst nuclear intensity, 48 h; Potency, µM (top dose mostly 46.1 µM), without a hit: at the highest dose activity, positive = re-replication, actives largely listed as activators; 350,000 tested, 2.9% active; also: % of control where 0% means no effect; nearly all actives have a fitted effect of over 50% in size
Nrf2 inh: blocks Nrf2 signaling; AID 504444; A549 ARE-Fluc reporter, luciferase luminescence, 18-24 h; Potency, µM (highest dose often 46 µM), without a hit: at the highest dose activity change, negative = inhibition, actives largely listed as inhibitors; 360,000 tested, 2.1% active; also: % is scaled to controls: 0 for no effect and ±100 for the full control effect; nearly all actives have a fitted effect of over 60% in size
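Quantitative HTS in A549 cells stably bearing an antioxidant response element-firefly luciferase construct. Inhibition of Nrf2-driven transcription was scored by luminescence after 18-24 h of compound exposure at 37 °C.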
EPAC2 antag: EPAC2 (human) antagonism | Q8WZA2 | EPAC2 GEF exchange of Rap1B-BODIPY-GDP, fluorescence | Potency, µM (highest dose often 114 µM), for inactives: top-dose activity, negative = inhibition, actives largely listed as inhibitors | 360,000 tested, 0.18% active; also: % is scaled to controls: 0 for no effect and ±100 for the full control effect; nearly all actives have a fitted effect of over 45% in size; many of its hits are not listed in these tables
Target sequence (Q8WZA2 whole entry, looked up): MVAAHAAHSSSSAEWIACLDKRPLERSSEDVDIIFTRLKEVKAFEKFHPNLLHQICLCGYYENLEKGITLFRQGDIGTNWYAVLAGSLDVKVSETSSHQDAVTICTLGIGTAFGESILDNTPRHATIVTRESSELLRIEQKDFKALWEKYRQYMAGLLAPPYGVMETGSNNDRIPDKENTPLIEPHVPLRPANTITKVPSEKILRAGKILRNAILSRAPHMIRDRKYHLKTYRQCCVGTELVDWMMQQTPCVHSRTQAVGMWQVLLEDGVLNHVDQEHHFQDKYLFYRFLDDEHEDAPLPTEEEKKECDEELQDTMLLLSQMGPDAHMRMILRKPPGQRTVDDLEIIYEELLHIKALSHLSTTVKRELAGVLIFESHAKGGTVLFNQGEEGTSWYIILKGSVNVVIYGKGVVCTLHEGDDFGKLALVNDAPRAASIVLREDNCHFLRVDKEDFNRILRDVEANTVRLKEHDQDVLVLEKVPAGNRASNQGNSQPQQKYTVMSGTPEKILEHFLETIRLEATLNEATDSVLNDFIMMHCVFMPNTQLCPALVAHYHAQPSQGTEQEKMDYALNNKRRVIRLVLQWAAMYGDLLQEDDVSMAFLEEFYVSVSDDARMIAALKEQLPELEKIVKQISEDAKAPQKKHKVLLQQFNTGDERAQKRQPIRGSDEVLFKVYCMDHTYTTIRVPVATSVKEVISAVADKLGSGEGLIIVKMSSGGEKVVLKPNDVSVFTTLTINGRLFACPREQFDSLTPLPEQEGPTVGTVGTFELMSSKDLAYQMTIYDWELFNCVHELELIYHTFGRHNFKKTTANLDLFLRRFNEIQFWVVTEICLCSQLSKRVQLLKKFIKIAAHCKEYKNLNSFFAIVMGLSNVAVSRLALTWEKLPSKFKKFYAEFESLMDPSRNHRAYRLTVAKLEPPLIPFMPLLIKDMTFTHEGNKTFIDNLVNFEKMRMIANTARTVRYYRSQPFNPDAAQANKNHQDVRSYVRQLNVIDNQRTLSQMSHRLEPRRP
Nrf2 activator: activators of Nrf2 (ARE) signaling. AREc32 ARE-luciferase reporter (MCF7-derived line), luminescence, 24 h. Potency, µM (doses to about 46.1 µM), inactives show top-dose activation, most hits filed as activators. 410,000 tested, 0.31% active. AID 624171; also: % of control where 0% means no effect; nearly all actives have a fitted effect of over 65% in size
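Nrf2 activation is followed as ARE-luciferase induction in the AREc32 line after one day of compound treatment; luminescence is read with Steady-Glo.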
TGFb inhibitor: TGF-b pathway inhibition. Potency, µM (highest dose often 46.1 µM), for the others: at the highest dose activity, negative = inhibition, usual class: inhibitors. 410,000 tested, 1.2% active. HepG2 CAGA-GFP TGF-b/SMAD3 reporter, GFP fluorescence, 18 h; TGF-beta stimulated, 500 pg/mL final; also: % is scaled to controls: 0 for no effect and ±100 for the full control effect; nearly all actives have a fitted effect of over 65% in size
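Cell-based qHTS in HEPG2 carrying a CAGA-GFP Smad reporter; compounds added before 500 pg/mL final TGF-beta, 18 h incubation at 37 degrees C, GFP fluorescence quantified per cell by imaging cytometry.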
ATXN viability: viability counter-screen for ATXN expression inhibitors | 400,000 tested, 0.49% active | AID 651635 | S2 cells (HEK-293 line with an ATXN2-luciferase reporter) viability, CellTiter-Fluor protease fluorescence, 24 h | Potency, µM (highest dose often 56.7 µM), hits mostly cytotoxic; also: nearly all actives have a fitted effect of over 40% in size
The depositor's hits bear a star; i = inactive; ? = inconclusive; nt = no result given; [ ] = another dose, or the depositor's remark. Calls follow the shape of the dose curve; as a rule, active = well fitted curve in the direction sought with a large enough effect; inconclusive = small, poorly fitted or top-dose-only effect, or another doubt; inactive = no such curve, though single readings can be large; an effect the other way counts as inactive or inconclusive. Potency is read from the fitted curve at half-maximal effect.

Compound,A549 tox,HepG2 viability,ATXN2 expr inh,MCF10A rereplic,Nrf2 inh,EPAC2 antag,Nrf2 activator,TGFb inhibitor,ATXN viability
CC#CC(=O)N1CCC(CCc2ccccc2)(C(=O)OCC)CC1,1.6%,-12.4%,6.3%,-3.0%,-9.5%,-11.0%,-0.1%,-5.2%,i
Cc1c(C(=O)Nc2nccs2)sc2nc(-c3cccs3)cc(C(F)(F)F)c12,-21.5%,-36.8%,25.1µM*,?,nt,11.3%,16.1%,-1.2%,?
Cc1nn(C(=O)c2cc([N+](=O)[O-])ccc2Cl)c(C)c1Br,1.9%,-13.8%,3.9%,0.5%,12.8%,-26.3%,0.3%,-2.8%,i
COc1cccc(-n2c(Cc3cc(=O)[nH]c(=O)[nH]3)nnc2SCC(=O)N2CCC(C)CC2)c1,-3.2%,8.2%,-5.4%,0.3%,-3.0%,-1.7%,-1.4%,13.4%,?
Cc1nn(-c2ccccc2)c(C)c1P(=O)(c1ccccc1)N(C)C (centres undefined),-1.1%,0.9%,-7.8%,-3.4%,4.5%,-0.4%,-0.5%,-0.8%,i
CCc1ccc(-n2c(=S)sc3c(=O)n(-c4ccccc4C)c(SCC(=O)O)nc32)cc1,-1.4%,-9.2%,-6.0%,4.0%,?,-9.9%,-0.2%,-6.2%,i
CC(=O)C1=C(O)CCCC1=NCc1nc2ccccc2[nH]1,6.2%,-11.8%,-11.9%,-2.0%,-8.2%,15.1%,2.8%,2.5%,i
COc1ccc(/C(C)=N/NC(=O)CNC(=O)c2cccnc2)cc1OC,2.9%,-21.6%,10.8%,0.6%,2.6%,-4.9%,0.3%,0.0%,i
C[C@@H](NCCCn1ccc(NC(=O)OCc2ccccc2)nc1=O)c1cccc2ccccc12,3.5%,-36.1%,?,1.9%,0.1%,8.6%,10.8%,?,?
CC(C)(NC(=O)c1cc(Cl)c2ccccc2c1O)C(=O)O,1.1%,-18.0%,nt,8.4%,3.6%,-17.7%,2.0%,?,nt
O=C(CC(c1ccc(F)cc1)c1ccco1)Nc1nccs1 (centres undefined),-6.9%,-15.2%,-12.6%,12.3%,-5.5%,-11.2%,0.3%,17.2%,i
CCOC(=O)C1CCN(C(=O)Cc2ccc(OC)c(OC)c2)CC1,10.4%,23.4%,-3.1%,8.5%,1.3%,6.0%,1.8%,6.4%,i
O=C(Cc1cccs1)Nc1ccc(-c2nnn(CC(=O)N3CCOCC3)n2)cc1,-3.1%,-1.7%,-2.3%,?,4.6%,-0.7%,0.5%,-28.1%,i
CCc1cc(-c2n[nH]c(=S)n2N)n(C)n1,3.7%,-3.5%,-6.3%,0.3%,14.3%,10.9%,0.2%,-15.6%,i
CCOC(=O)COc1c(C=O)cc(Br)cc1OC,?,2.3%,-2.2%,?,?,9.7%,-0.3%,2.4%,i
CSc1ccc(C(=S)N2CCN(C)CC2)cc1,0.7%,-3.4%,1.1%,-7.2%,2.8%,0.6%,0.2%,2.5%,i
COCCn1c(-c2ccc(Cl)cc2)cnc1SCC(=O)NCCc1ccc(OC)c(OC)c1,-11.5%,-15.1%,nt,-7.2%,?,-5.9%,0.1%,-26.2%,i
COC(=O)c1ccccc1NC(=O)c1nc(-c2ccc(C)cc2)n2c1CCCCC2,-2.9%,-2.0%,8.6%,nt,?,nt,-1.4%,6.9%,i
COc1cccc2cc(C(C)OC(=O)Nc3ccc(C)cc3)oc12 (centres undefined),21.3%,-15.3%,1.0%[11.3 µM],3.7%,-6.9%,-3.4%,0.0%,?,i
O=c1cc(-c2ccsc2)oc2ccccc12,-2.9%,-16.9%,22.4%,-45.1%[inhibitor],5.2%,3.5%,?,-12.1%,i
O=C(OCc1ccccc1)N1CCC2CC1c1c2cccc1N1CCOCC1 (centres undefined),nt,-5.5%,-12.5%,nt,nt,?,0.3%,0.6%,i
Cc1[nH]c(C)c(S(=O)(=O)Nc2ccc(OC(F)(F)F)cc2)c1C(=O)N1CCCCC1,-11.5%,-33.3%,-3.9%,15.7%,-16.2%,-18.1%,-1.5%,-5.4%,i
CCOC(=O)c1c(-c2ccccc2)oc2ccc(NS(=O)(=O)c3ccc(OC)cc3)cc12,-7.0%,-27.3%,nt,nt,?,nt,-1.3%,12.6µM*,nt
Cc1cccn2c(=O)c3cc(C(=O)NCc4ccc(F)cc4)c(=N)n(CC4CCCO4)c3nc12 (centres undefined),1.7%,-16.9%,nt,15.2%,-9.7%,2.2%,-0.5%,-12.3%,nt
CSc1nnc(-c2ccccc2)n1N,0.0%,-15.7%,6.9%,-0.1%,9.9%,-3.4%,0.3%,19.1%,i

Reformatted with two lines to a compound: part of the list above.
Order of values: A549 tox, HepG2 viability, ATXN2 expr inh, MCF10A rereplic, Nrf2 inh, EPAC2 antag, Nrf2 activator, TGFb inhibitor, ATXN viability
- COC(=O)c1ccccc1NC(=O)c1nc(-c2ccc(C)cc2)n2c1CCCCC2
→ -2.9%, -2.0%, 8.6%, nt, ?, nt, -1.4%, 6.9%, i
- COc1cccc2cc(C(C)OC(=O)Nc3ccc(C)cc3)oc12 (centres undefined)
→ 21.3%, -15.3%, 1.0%[11.3 µM], 3.7%, -6.9%, -3.4%, 0.0%, ?, i
- O=c1cc(-c2ccsc2)oc2ccccc12
→ -2.9%, -16.9%, 22.4%, -45.1%[inhibitor], 5.2%, 3.5%, ?, -12.1%, i

Carrying on:
Compound,A549 tox,HepG2 viability,ATXN2 expr inh,MCF10A rereplic,Nrf2 inh,EPAC2 antag,Nrf2 activator,TGFb inhibitor,ATXN viability
Cc1cccc2cc(C#N)c(N3CCCC3)nc12,-1.1%,-3.8%,38.5%,?,0.4%,-9.7%,13.2%,-0.7%,i
Cc1cccc(NNC(=S)Nc2ccccc2)c1,nt,-2.7%,nt,nt,nt,-5.5%,?,?,?
CCn1c(SC)nnc1-c1nnc(SC)n1CC,-5.8%,14.8%,-21.6%,-2.3%,nt,12.9%,0.1%,8.9%,i
CCCCn1c(SCC(=O)Nc2cccc(C)n2)nnc1-c1ccco1,-6.6%,-15.5%,-8.0%,7.3%,-4.6%,-4.2%,-0.9%,0.6%,i
Cc1sc2c(=O)n3c(nc2c1C(=O)NCCCN1CCOCC1)CCCCC3,-4.4%,-0.6%,-3.2%,-0.4%,5.4%,1.6%,-0.6%,8.2%,?
Cc1ccc(-c2csc3ncn(-n4c(C)ccc4C)c(=O)c23)o1,-7.8%,-16.1%,6.6%,-10.9%,-13.5%,-5.4%,3.6%,0.0%,i
O=C1CC(N2CCN(Cc3ccccc3)CC2)C(=O)N1c1ccccc1 (centres undefined),nt,1.0%,21.1%,2.1%,-4.0%,2.8%,-0.8%,-1.1%,i
Cc1ccc(C2Cc3cc(O)c(O)cc3CN2)cc1 (centres undefined),-11.1%,-52.3%,?,0.0%,?,-3.4%,5.3%,-18.0%,?
COc1ccccc1-c1nc(C#N)c(N2CC(C)CC(C)C2)o1 (centres undefined),0.0%,-14.0%,nt,-2.9%,-16.7%,0.7%,4.5%,-36.9%,i
C/C(CC(=O)Nc1ccc(N(C)C)cc1)=N\NC(=O)C(=O)NCc1ccccc1,-6.6%,-5.1%,3.2%,7.4%,-0.3%,11.5%,5.6%,-7.1%,i
CN(NC(=O)c1ccc(Cl)cc1Cl)C1=NS(=O)(=O)c2ccccc21,1.5%,-17.0%,-10.4%,0.0%,-0.4%,-9.4%,0.4%,10.3%,i
COc1cccc(-c2cc(C(=O)Nc3cc(C)n(Cc4ccc(Cl)cc4)n3)no2)c1,?,-42.0%,-34.5%,?,?,-1.3%,-0.2%,1.3%,i
COc1ccc(Cl)cc1N1Cc2ccccc2C1,2.9%,13.7%,6.2%,0.7%,?,9.5%,4.9%,-2.9%,i
Cn1nnnc1SCC(=O)Nc1nc(-c2ccc(F)c(F)c2)cs1,-1.2%,-20.3%,-21.8%,2.8%,-17.7%,-0.3%,-0.1%,-15.9%,i
O=c1c2ccccc2[nH]c(=S)n1CCC1=CCCCC1,-8.8%,0.6%,1.0%,4.2%,?,-4.2%,4.0%,12.1%,i
CNC(=O)Nc1ccccc1C(=O)Nc1ccccc1,2.1%,6.0%,0.1%,-0.3%,-13.3%,4.5%,1.5%,-6.5%,i
O=C(COc1ccccc1)NCC(c1ccc(Cl)cc1)N1CCOCC1 (centres undefined),9.0%,-24.4%,-9.1%,nt,-4.6%,nt,3.3%,-21.5%,?
O=C(Nc1ccc(Nc2ccccc2)cc1)c1ccc(Br)cc1,-12.4%,-44.3%,-43.6%,?,?,-19.6%,1.3%,?,?
COc1cc(/C=N/NC(=O)c2cccc(C)c2)ccc1OCC(=O)Nc1ccccc1,0.3%,3.2%,18.9%,-1.2%,?,-2.4%,2.7%,-7.4%,i
COc1cc(C2/C(=C(\O)c3ccc4c(c3)OCCO4)C(=O)C(=O)N2CCN2CCOCC2)cc(OC)c1OC (centres undefined),21.4%,0.0%,-6.5%,0.8%,0.7%,-11.0%,0.0%,-7.2%,i
Cn1c(-c2ccccc2)cc2onc(-c3ccccc3)c2c1=O,3.6%,-4.4%,-65.2%,-0.6%,nt,-13.6%,-0.7%,-0.7%,i
CC(C)C[C@@H]1NC(=O)[C@H](C(C)C)NC(=O)c2cc([N+](=O)[O-])cc(I)c2OCC[C@@H](C(N)=O)NC1=O,-3.8%,-4.2%,-8.2%,15.3%,10.0%,23.5%,0.0%,3.2%,i
CC(C)C[C@H]1CN(CCCC[C@H]2CNC(=O)C(=O)N2CCc2ccc(O)cc2)C(=O)C(=O)N1Cc1ccccc1,nt,nt,1.3%,nt,nt,-0.8%,-0.8%,nt,i
CC(Oc1ccccc1)C(=O)N1CCN(c2ccc(N3CCCCC3)nn2)CC1 (centres undefined),1.8%,2.7%,1.3%,7.2%,11.6%,-7.4%,-0.1%,-9.1%,i
O=C(O)c1ccccc1C(=O)Nc1ccc(Oc2cccc3ccccc23)cc1,-10.0%,-30.8%,1.58µM*,5.7%,20.6µM*,-16.7%,-2.2%,-1.9%,i
CCCCc1ccc(NC(=S)N2CCCC(CO)C2)cc1 (centres undefined),0.7%,6.8%,60.7%[activator],-2.9%,?,-2.0%,3.2%,-11.1%,i

Assay outcomes: PubChem BioAssay, National Center for Advancing Translational Sciences (NCATS)

The list is partial (hit frequency here may not be typical).
